Wee1 stabilizer: Wee1 degradation inhibitors, primary screen, cell-based, HeLa, Wee1K328M-luciferase, luminescence; Wee1-like protein kinase (Homo sapiens), P30291; HeLa Luc-Wee1K328M stability; 100% = proteasome inhibitor MG132 effect; reporter increase, % at 5 µM; 220,000 compounds, 1.2% hits; AID 1321, 2008;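 active means activation above the mean of all tested compounds plus 3 SD, set per screening run, cut at about 8.8% in these data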;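 further: cells exposed to compound for 20 h before luminescence read; 0% = DMSO alone and 100% = MG132 at 30 µM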
RBBP9 inh: human RBBP9 inhibitors, primary screen, biochemical, fluorescence polarization, FP-Rh probe, HTS | 220,000 compounds, 0.2% hits | recombinant RBBP9 | AID 1515, 2009 | inhibition, % at 7.94 µM | Serine hydrolase RBBP9 (Homo sapiens), O75884;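 active means inhibition above the campaign mean of all tested compounds plus 3 SD, cut at about 14% in these data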;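 further: plate controls were DMSO wells with RBBP9 for no effect and wells lacking RBBP9 protein for full effect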
Target sequence (O75884 whole entry, looked up): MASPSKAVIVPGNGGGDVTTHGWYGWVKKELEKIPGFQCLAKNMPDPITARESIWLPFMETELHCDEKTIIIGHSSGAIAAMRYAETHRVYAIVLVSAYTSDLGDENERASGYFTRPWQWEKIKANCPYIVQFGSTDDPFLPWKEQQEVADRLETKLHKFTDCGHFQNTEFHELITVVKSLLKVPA
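Test system – recombinant human RBBP9 · Input – RBBP9 2.5 µM in dispensing solution, pre-mixing · Medium – Tris buffer pH 8.0, NaCl, Pluronic · Schedule – preincubation 30 min plus labeling 45 min at 25 °C · Measured by – fluorescence polarization · Measure – % inhibition · Controls – DMSO and no-protein wells · Replicates – one well per compound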
TNF death inh: inhibitors of TNF-alpha triggered necroptosis, primary screen, cell-based, Jurkat FADD-/-, single concentration | Jurkat FADD-/- TNF necroptosis rescue, ATP luminescence, 24 h; 0 = TNF only, 100 = no-TNF cells | activation (protection from cell death), % at 10 µM | 220,000 compounds, 0.068% hits;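 active means activation, meaning protection from cell death, of at least 50% relative to plate controls; inactive means activation below 50%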;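 further: necroptosis triggered by 40 ng/mL TNF-alpha added together with compound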
Ba/F3 V617F tox: reduced viability of JAK2V617F-dependent Ba/F3 cells, primary screen, JAK2V617F inhibitor project, cell-based, Ba/F3 EpoR-JAK2V617F, luminescence. ATP luminescence. inhibition, % at 5.6 µM. 220,000 compounds, 1.1% hits;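 active means inhibition above the campaign mean plus 3 SD over all tested compounds, cut at about 24% in these data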;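 further: cytokine-independent growth of Ba/F3 cells driven by EpoR plus mutant JAK2; 0% = DMSO-treated cells and 100% = JAK inhibitor I control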
CHOP inh: inhibitors of CHOP promoter induction, primary screen, cell-based, unfolded protein response, luciferase reporter; CHO-K1 CHOP-promoter luciferase, tunicamycin-induced, 15-18 h; inhibition, % at 10 µM; 220,000 compounds, 3.8% hits;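 active means compounds that reduced the stress-induced luciferase reporter signal by more than about 70% of percent inhibition, limit read from the data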;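 further: 0% = tunicamycin plus vehicle and 100% = wells without tunicamycin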
BaF3 tox: parental Ba/F3 cell viability inhibition, counter-screen for JAK2V617F inhibitor project, murine pro-B, CellTiter-Glo luminescence; CellTiter-Glo ATP luminescence; AID 1486, 2009; inhibition, % at 5.6 µM; 220,000 compounds, 1.1% hits;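 active means inhibition above a per-campaign cutoff, the mean inhibition of all tested compounds plus 3 SD, cut at about 27% in these data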;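 further: 0% = DMSO wells and 100% = JAK Inhibitor I control wells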
TRPML3 agonist: human TRPML3 channel agonists, primary screen, cell-based, HEK293 TRPML3-YFP, Fluo-8 calcium fluorescence, 3 µM; 220,000 compounds, 0.29% hits; 100% = the carbachol control signal; Mucolipin-3 (Homo sapiens), Q8TDD5; activation, % at 3 µM;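 active means activation above its plate's cutoff, the mean activation of the plate's test wells plus 3 SD, cut at about 12% in these data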;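 further: 0% = DMSO only wells and 100% = carbachol wells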
Target sequence (Q8TDD5 whole entry, looked up): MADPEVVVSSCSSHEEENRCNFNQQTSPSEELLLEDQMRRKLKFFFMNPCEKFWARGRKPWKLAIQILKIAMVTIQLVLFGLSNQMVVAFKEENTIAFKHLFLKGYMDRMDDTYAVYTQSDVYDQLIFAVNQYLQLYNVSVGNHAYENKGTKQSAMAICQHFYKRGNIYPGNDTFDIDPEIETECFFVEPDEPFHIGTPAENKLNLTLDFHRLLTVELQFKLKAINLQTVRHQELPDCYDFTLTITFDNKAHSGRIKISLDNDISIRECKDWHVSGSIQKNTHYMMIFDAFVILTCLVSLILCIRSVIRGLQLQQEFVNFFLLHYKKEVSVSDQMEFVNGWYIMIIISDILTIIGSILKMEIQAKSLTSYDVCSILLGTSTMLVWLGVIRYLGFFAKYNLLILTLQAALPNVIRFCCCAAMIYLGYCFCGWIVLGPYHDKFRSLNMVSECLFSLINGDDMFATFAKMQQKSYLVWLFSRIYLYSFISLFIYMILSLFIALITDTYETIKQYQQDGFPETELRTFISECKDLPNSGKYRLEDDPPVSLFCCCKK
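system = HEK293 cells stably carrying human TRPML3-YFP | doses = one concentration, 3 µM nominal, 0.3% DMSO | timing = dye loading 1 h 37 °C then 30 min ambient, 125 s read | detection = Fluo-8 calcium dye fluorescence, ex 470-495, em 515-575 nm | benchmarks = high control carbachol 87 µM, low control DMSO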
zfTRPN1 agonist: zebrafish TRPN1 channel agonists, primary screen, cell-based, HEK293, calcium fluorescence | HEK293 zebrafish TRPN1-YFP, Fluo-8 calcium fluorescence; 100% = response to 87 µM carbachol | 220,000 compounds, 0.18% hits | activation, % at 3 µM | AID 1424, 2008;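 active means activation above its plate's cutoff, the mean activation of test wells on that plate plus 3 SD, cut at about 19% in these data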;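 further: 0% = DMSO alone and 100% = 87 µM carbachol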
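Material – zebrafish TRPN1-YFP in HEK293 cells · Doses – 3 µM single point · Schedule – dye 1 h 37 °C plus 30 min RT · Signal – Fluo-8 calcium fluorescence, excitation 470-495 nm, emission 515-575 nm · Read-out – % activation versus carbachol response · Control set – carbachol high, DMSO low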
PPC-1+TRAIL kill: compounds killing PPC-1 cancer cells with TRAIL present, primary screen, TRAIL potentiator project, ATPLite luminescence, uHTS; PPC-1 cells + TRAIL, ATPLite viability luminescence; cell killing (% activity), % at 4 µM; 220,000 compounds, 0.41% hits;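 active means cell killing above 50% in the first pass at 4 µM, then a duplicate retest at 5 µM averaging 50% or more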;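 further: plate controls were cells with TRAIL plus DMSO for no effect and medium-only wells lacking cells for full effect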
Numbers without * were called inactive; / = not tested or not shown; [ ] = dose if it differs, or a comment.

SMILES	Wee1 stabilizer	RBBP9 inh	TNF death inh	Ba/F3 V617F tox	CHOP inh	BaF3 tox	TRPML3 agonist	zfTRPN1 agonist	PPC-1+TRAIL kill
CSc1ccccc1C(=O)N(C)Cc1ccccc1	1.0	4.0	0.4	0.1	17.6	6.1	0.5	-0.8	-3.0
COC(=O)[C@H](Cc1ccccc1)NC(=O)N1CC(C)OC(C)C1 (some centres undefined)	2.4	5.9	-0.8	-0.5	17.1	0.0	-0.3	0.8	-8.4
COC(=O)c1cc(NC(=O)CN(c2ccccc2OC)S(=O)(=O)c2ccccc2)ccc1Cl	0.3	-11.2	-7.0	-1.9	21.3	6.3	2.4	1.2	9.4
CC(C)c1ccccc1NC(=O)COC(=O)Cc1cccc(C(F)(F)F)c1	-1.1	-6.8	1.8	-2.3	16.7	4.1	-1.1	-2.0	2.7
C=CCN1C(=O)C2(c3ccccc31)C1CCCC=C1C(C#N)=C(N)C2(C#N)C#N (centres undefined)	1.0	-8.8	0.0	-2.3	50.0	5.7	-0.1	0.1	-14.9
N#C/C(=C/c1ccco1)C(N)=S	0.7	3.8	-0.5	-2.4	7.3	5.6	1.3	0.5	33.1
CC(=O)Nc1ccc(NC(=O)C(=O)c2cn(CC(=O)N3CCCCC3)c3ccccc23)cc1	4.6	-1.6	0.2	-0.7	-4.2	-0.4	1.1	0.1	23.5
C=CCN1CC(c2nc3ccccc3n2Cc2ccccc2)CC1=O (centres undefined)	-1.2	-3.1	0.4	-3.6	6.5	0.3	0.4	-0.1	-4.5
COc1cc2c(cc1OC)C1(CCCCC1)CN(C)C2	4.2	-6.7	1.6	1.3	4.3	-4.6	0.1	-0.8	1.5
COc1ccc(N)cc1-n1cnnn1	-1.9	2.2	-0.3	-0.8	25.0	0.6	0.8	-0.1	11.2
CSc1nc(SCC(=O)NC(c2ccccc2)c2ccccc2)c2c3c(sc2n1)CN(C)CC3	-0.3	-8.3	-3.9	-1.0	56.9	4.1	0.1	-1.6	-14.7
COc1ccccc1C1/C(=C(/O)c2ccc(C)cc2)C(=O)C(=O)N1Cc1ccco1 (centres undefined)	1.5	-8.4	1.3	-1.6	44.4	-1.3	0.0	-0.4	7.2
Cc1ccc(OCC(=O)NNC(=O)CCC(=O)NCc2ccccc2)cc1	-3.1	-11.5	-3.1	0.4	18.0	-2.4	-1.2	1.6	18.2
CC(C)(C)NC(=O)NC(=O)CN1CCN(S(=O)(=O)c2ccccc2)CC1	-1.1	-2.7	0.8	-1.4	4.3	-2.5	1.1	0.9	-7.8
Cc1cc(N2CCCC(C(=O)Nc3ccc4c(c3)CCC4)C2)n2ncnc2n1 (centres undefined)	2.9	1.5	-5.2	-2.0	2.5	0.5	-0.2	-0.7	2.2
CN1CCN(/C=N/c2sc3c(c2C#N)CCCCC3)CC1	7.6	-4.6	-0.5	-1.4	-5.6	7.0	0.5	0.6	-0.9
CCN(CC)CCNc1nc2c(c(=O)n(C)c(=O)n2C)n1C/C=C(/C)Cl	1.9	2.4	-0.1	-4.7	6.8	-0.6	-0.2	-0.4	-7.8
COc1cc(Cl)c(C)cc1NC(=O)COC(=O)/C=C/c1c(C)nn(C2CCS(=O)(=O)C2)c1Cl (centres undefined)	-2.1	-6.0	-0.9	1.2	19.3	1.9	-0.4	0.0	36.8
CCCc1n[nH]c(=O)[nH]1	-0.6	-5.3	0.3	0.4	44.2	0.9	0.2	1.2	6.2
Fc1ccccc1NC(=S)N/N=C/c1ccccc1Br	10.6*	-2.8	-0.6	-4.6	-44.5	2.0	-0.4	-1.2	7.4
CCc1nc(SCC(=O)Nc2ccccc2C(=O)OC)n[nH]1	2.5	5.7	-1.6	-0.3	-7.7	5.1	0.3	0.2	-2.1
Cc1ccc2[nH]c(=O)c(CN(CCN3CCOCC3)C(=O)Nc3ccccc3F)cc2c1	0.7	2.7	0.0	0.0	-9.7	1.7	-0.6	1.1	20.5
O=C(NCC1CCCO1)c1c(O)c2ccccc2[nH]c1=O (centres undefined)	1.1	3.4	-2.9	-0.5	-16.8	2.8	0.6	0.9	18.1
Cc1cc(C(=O)COC(=O)CC2Sc3ccccc3NC2=O)c(C)n1-c1ccc2c(c1)OCO2 (centres undefined)	-1.9	-4.6	2.4	-0.4	50.0	5.8	1.1	-0.5	2.3
C=CCn1c(N2CCN(c3ccc(OC)cc3)CC2)nc2c1c(=O)[nH]c(=O)n2C	0.6	-7.7	-0.4	1.3	-2.8	6.8	1.4	2.5	-5.1

Going on with the list:
SMILES	Wee1 stabilizer	RBBP9 inh	TNF death inh	Ba/F3 V617F tox	CHOP inh	BaF3 tox	TRPML3 agonist	zfTRPN1 agonist	PPC-1+TRAIL kill
Nc1c(NC(=O)CC[n+]2ccccc2)cccc1[N+](=O)[O-]	1.0	-6.4	1.0	3.7	-16.2	2.4	0.7	0.0	9.1
COc1ccccc1N(CC(=O)N1CCc2ccccc2C1)S(C)(=O)=O	2.7	-5.2	0.1	-5.0	20.9	2.7	-0.8	0.9	/
Cc1cccc(NC(=O)c2onc3c2CCCC3)c1C	-0.8	7.1	0.6	2.0	28.4	10.9	0.3	-3.8	-4.2
CCC(=O)Nc1ccc(C(=O)NNC(=O)c2cccs2)cc1	1.7	-0.8	-2.1	-3.0	21.0	3.0	-0.1	1.3	18.6
COc1ccc(C(=O)Nc2cc(C(F)(F)F)ccc2Cl)cc1OC	-2.3	-7.3	-1.6	-2.8	10.0	2.5	-1.3	-1.8	-11.1
Cc1ccc(OCCc2csc(N)n2)cc1	1.4	2.1	-2.2	2.0	16.5	1.2	0.5	-0.6	7.4
Cc1ccc(S(=O)(=O)N(C)C)cc1NC(=O)COc1ccc(-c2nnco2)cc1	-0.5	-14.1	0.0	3.1	8.0	5.2	1.0	2.4	22.1
Cc1ccc(-n2nnnc2SCc2nnc(-c3ccccc3Br)o2)cc1	-0.8	-2.3	-0.2	-0.6	25.0	0.1	-0.5	0.4	-8.7
CCC(C)C(NC(=O)OC(C)(C)C)C(=O)NC(C(=O)NC(C)C(N)=O)C(C)C (centres undefined)	1.4	-5.2	-1.2	0.0	57.7	4.2	0.4	0.6	16.6
CCOC(=O)N1CCC(n2c(SCC(=O)NCc3ccco3)nc3ccsc3c2=O)CC1	-2.3	-5.0	-1.3	3.3	-6.5	10.7	1.0	-0.4	13.4
COc1cccc(Oc2coc3c(CN4CCOCC4)c(O)ccc3c2=O)c1	0.6	-5.4	1.1	1.4	-18.9	3.0	0.0	-0.1	23.3
Cc1c(C(=O)C(=O)N2c3ccc(F)cc3CCC2C)c2ccccc2n1C (centres undefined)	4.6	-3.5	-5.7	-2.2	16.2	7.1	0.6	-1.7	3.1
COCCSc1nnc(NC(=O)Cc2ccccc2OC)s1	0.8	-9.9	0.0	1.1	-14.8	2.4	0.2	-0.6	7.1
CSc1cc(-c2ccc(Cl)cc2)c(C(=O)NN)s1	-1.4	-3.0	-3.7	-0.6	-24.4	7.4	0.5	1.8	2.0
Cc1ccc(C(=O)Cc2nnc(C)s2)cc1	0.8	-5.0	16.0	5.3	7.4	8.8	-0.1	0.8	21.6
CCCCCOc1ccccc1C(=O)NCCCCCC(=O)O	-1.3	-4.6	5.0	-2.0	8.6	1.3	0.1	1.0	-3.3
CC(/C=N/NC(=O)Cc1cccn1C)=C\c1ccco1	-2.3	1.9	0.3	-2.2	52.1	3.0	0.6	0.8	11.4
CCOC(=O)N1CCN(C(=O)CCn2c(=O)[nH]c3ccsc3c2=O)CC1	-0.2	-0.2	-0.5	-0.3	-4.1	1.9	0.7	1.5	4.2
CC(C)CC1NC(=O)N(Cc2nc3ccccc3s2)C1=O (centres undefined)	5.0	-3.6	2.8	-1.0	-10.7	-3.6	0.6	1.7	3.2
COc1cc(SC)ccc1C(=O)NC(C)C	-0.3	12.6	-1.7	0.0	39.3	4.9	-0.9	-1.3	15.2
CC[C@H](C)[C@H](NC(=O)OCc1ccccc1)C(=O)Nc1ccc(NC(C)=O)cc1	-3.1	-1.7	0.1	0.7	19.6	7.3	-1.1	1.6	12.9
O=C(CN1C(=O)c2ccccc2C1=O)c1ccccc1	-1.2	-5.2	1.6	-3.1	5.1	1.0	0.2	-1.0	2.3
CC1CCN(C(=O)C2CCN(S(=O)(=O)c3cccnc3)CC2)CC1	2.5	-3.9	-0.3	-0.9	-1.4	2.5	-0.9	-0.4	-1.2
COc1ccc(CNC(=O)c2csc(Cc3ccc(Cl)cc3)n2)cc1	9.5*	-4.0	-5.1	-5.2	72.1*	2.8	0.2	0.0	14.5
CCCOc1ccc(-c2nc(C#N)c(N3CCN(C)CC3)o2)cc1	-1.6	9.8	-3.5	1.8	22.2	8.1	0.6	0.7	12.3

Additional entries follow.
SMILES	Wee1 stabilizer	RBBP9 inh	TNF death inh	Ba/F3 V617F tox	CHOP inh	BaF3 tox	TRPML3 agonist	zfTRPN1 agonist	PPC-1+TRAIL kill
O=C(O)CNC(=O)CCCn1nnc2ccccc2c1=O	-1.1	-8.0	1.3	1.0	6.0	-1.7	1.2	0.2	-35.3
Cc1ccccc1Nc1nc(N)c2ccccc2n1	1.3	-10.9	-4.4	16.9	32.7	16.0	0.7	-0.4	58.0*[5 µM]
COc1cccc(/C=C2/SC(=O)N(C)C2=O)c1OCc1ccc(C(=O)O)cc1	1.1	1.8	0.2	2.6	-18.7	9.2	0.3	-0.9	18.8
Cn1c(Cc2ccccc2)nnc1SCC(=O)Nc1ccc2c(c1)OCO2	3.4	-0.3	-0.5	0.5	9.4	1.2	0.2	0.3	10.2
CNc1nc(OCC(F)(F)F)nc(N2CCN(C34CC5CC(CC(C5)C3)C4)CC2)n1	2.7	0.3	-1.0	-6.0	/	-1.5	0.5	-0.3	/
COc1ccc(N2CCN(C(=S)Nc3cccc(C)c3C)CC2)cc1	1.4	-1.9	-2.9	-3.0	31.3	-1.4	0.6	-0.8	23.7

This is a random part of the collection; any-hit rate near 6.8%.
